# High-throughput results deposited in PubChem by National Center for Advancing Translational Sciences (NCATS).
# N370S GC: inhibits or activates N370S mutant glucocerebrosidase. N370S GC spleen homogenate, 4MU-glucoside fluorescence. Potency, µM (series often up to 59.4 µM), inactives show at the highest dose activity change, negative = inhibition, hits mostly inhibitors. P04062. hit rate 0.092% among 330,000;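 further: 0% = full enzyme activity and -100% = no enzyme basal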
# FEN1 inhibitor: inhibitors of human flap endonuclease 1; P39748; Recombinant FEN1 flap cleavage, fluorescence, 15 min; Potency, µM (highest dose often 114 µM), inactives show top-dose activity change, negative = inhibition, actives largely listed as inhibitors; hit rate 0.35% among 390,000; AID 588795; further: nearly all actives have a fitted effect of over 65% in size
# Target sequence (P39748 whole entry, looked up): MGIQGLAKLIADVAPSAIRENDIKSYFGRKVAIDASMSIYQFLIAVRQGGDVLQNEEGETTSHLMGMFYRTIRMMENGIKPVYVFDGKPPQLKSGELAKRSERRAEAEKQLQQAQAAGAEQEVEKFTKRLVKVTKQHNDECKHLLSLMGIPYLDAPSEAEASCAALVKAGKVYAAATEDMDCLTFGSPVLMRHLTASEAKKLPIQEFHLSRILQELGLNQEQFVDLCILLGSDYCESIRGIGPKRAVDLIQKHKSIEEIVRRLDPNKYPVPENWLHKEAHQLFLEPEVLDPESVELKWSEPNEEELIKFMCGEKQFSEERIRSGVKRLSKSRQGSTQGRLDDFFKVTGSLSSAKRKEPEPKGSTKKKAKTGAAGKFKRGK
#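 With each library titrated from low to high concentration, compounds met 10 nM FEN1 for 15 min at room temperature before 50 nM substrate was added; readings at 0 and 15 min fed four-parameter Hill curve fits.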
# TDP1 inh: inhibitors of human tyrosyl-DNA phosphodiesterase TDP1; AID 485290; Q9NUW8; recombinant TDP1, AlphaScreen DNA substrate cleavage; hit rate 0.28% among 350,000; Potency, µM (highest dose often 130 µM), inactives show at the top dose activity change, negative = inhibition, hits mostly inhibitors; further: nearly all actives have a fitted effect of over 40% in size
# Target sequence (Q9NUW8 whole entry, looked up): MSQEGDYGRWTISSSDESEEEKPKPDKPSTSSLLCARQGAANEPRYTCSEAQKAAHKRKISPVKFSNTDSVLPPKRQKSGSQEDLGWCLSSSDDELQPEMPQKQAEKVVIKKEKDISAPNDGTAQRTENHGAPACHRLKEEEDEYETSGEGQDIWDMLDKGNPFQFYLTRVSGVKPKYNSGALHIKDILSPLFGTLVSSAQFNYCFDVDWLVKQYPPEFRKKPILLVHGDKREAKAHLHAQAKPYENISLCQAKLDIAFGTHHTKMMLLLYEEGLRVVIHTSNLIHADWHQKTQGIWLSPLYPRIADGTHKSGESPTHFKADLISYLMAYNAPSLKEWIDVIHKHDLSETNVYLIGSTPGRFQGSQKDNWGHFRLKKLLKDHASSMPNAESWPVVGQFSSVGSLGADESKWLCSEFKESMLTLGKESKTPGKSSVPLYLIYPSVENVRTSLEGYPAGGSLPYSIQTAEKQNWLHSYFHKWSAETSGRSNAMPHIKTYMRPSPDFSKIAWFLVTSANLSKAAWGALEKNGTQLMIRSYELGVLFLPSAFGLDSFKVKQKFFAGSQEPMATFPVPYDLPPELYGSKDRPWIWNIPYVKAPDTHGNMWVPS
#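 Tdp1 1 nM final; 15 min RT w/ cpd; substrate 15 nM, 5 min; beads 10 ug/ml, 10 min; AlphaScreen read. Neg ctrl: no enzyme.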
# * = called active by the depositor; ? = inconclusive; · = no result given; & = joins results of further samples; [ ] = dose if it differs, or a comment. The call rests on the fitted dose curve; in most records, active means well fitted curve in the direction sought with a large enough effect; inconclusive means small, poorly fitted or top-dose-only effect, or another doubt; inactive means no such curve, though single readings can be large; an effect the other way counts as inactive or inconclusive. Unless noted, on the % scale 0 is the no-effect control and ±100 the full control effect; potency means the concentration at half of the fitted maximal effect. Compounds as they come; about 0.53% have a hit in one of these screens.
SMILES,N370S GC,FEN1 inhibitor,TDP1 inh
CCOc1cc(/C=N/NC(=O)c2cc(-c3cccnc3)nc3ccccc23)ccc1O,-6%,-2%,0%
CC(C)=CCC/C(C)=C/C=C/C1=CC2(C)CC1(C)C(/C=C(\C)CCC=C(C)C)CC2=O (stereo unspecified),-5%[12.8 µM],·,6%[21 µM]
Cc1cccc(NC(=O)C2CCCN2C(=O)OCc2ccccc2)c1 (stereo unspecified),·,-2%,0%
CCCS(=O)(=O)c1c(S(=O)(=O)CCC)c2c(N)cccn2c1C(=O)c1ccc(F)cc1,0%,-9%,7%
NC(=O)c1cc([N+](=O)[O-])ccc1NCCN1C(=O)c2ccccc2C1=O,9%,·,8%
O=C(O)C1CCCN1c1nc(-c2ccc(Cl)c(Cl)c2)cc(C(F)(F)F)n1 (stereo unspecified),·,1%,1%
NC(=S)N/N=C1\CC(c2ccc3c(c2)OCCCO3)Oc2ccc(F)cc21 (stereo unspecified),-25%,-3%,·
O=C(Cc1ccccc1[N+](=O)[O-])OCC(=O)c1ccccc1Br,·,-16%,1%
Cc1oc(-c2cccc(F)c2)nc1CN(Cc1ccccc1)C[C@@H]1CCC(=O)N1,-5%,-15%,·
O=C(NCCCN1CCCC1=O)c1cc(-c2ccc3c(c2)OCO3)nc2ccccc12,2%,9%,3%
Cc1cc(C)c(S(=O)(=O)Nc2ccccc2C(=O)N2CCCC2)c(C)c1,-7%,-2%,4%[56.1 µM]
c1ccc(CCn2cnc3ccccc32)cc1,-2%,5%,6%
CC1CCCN(C(=O)c2cc3ccc4cccnc4c3[nH]2)C1 (stereo unspecified),·,5%,4%
O=C(Nc1ccc(S(=O)(=O)N2CCC(c3nc4ccccc4s3)CC2)cc1)c1ccc(F)cc1,·,-4%,9%
COc1cccc(-n2c([S-])c(C(=O)Nc3ccc(C(F)(F)F)cc3)[n+]3ccccc23)c1,-3%,·,5%
Cc1ccc(Cn2ncc3c(N4CCCC4)ncnc32)cc1,17%,-2%,5%
Cc1cc(C)cc(OCC(=O)NNC(=O)c2cc3ccccc3o2)c1,3%,1%,0%
O=C(Nc1ccc(C(=O)N2CCCCC2)cc1)c1nsc2ccccc12,·,10%,8%
CCN1C(=O)[C@H]2[C@@H](c3ccc(-c4ccc(F)cc4)c(OC)c3)N3CCCC[C@@]3(C(=O)OC)[C@H]2C1=O,·,0%,0%
O=C(NCc1ccccc1)C(=O)NCC(c1ccco1)S(=O)(=O)c1ccccc1 (stereo unspecified),·,18%,-5%
Cc1oc2ncn(C)c(=O)c2c1C(=O)NCCCN1CCCC(C)C1 (stereo unspecified),·,-8%,-3%
Cc1ccc(C2CC(c3ccc(F)cc3)Nc3nc(N)nn32)cc1 (stereo unspecified),0%,-14%,5%
Cc1ccc(C(=O)c2c3ccccc3[n+]([O-])n2CCC(=O)O)cc1,-6%,12%,-2%
O=C(c1ccc(OCC2CCCO2)cc1)N1CCN(S(=O)(=O)c2cccc(F)c2)CC1 (stereo unspecified),0%,4%,9%
COCC1CCN(C(=O)c2cc(COc3ccccc3SC)on2)C1 (stereo unspecified),-2%,-5%,2%
CSc1ccc(CCNC(=O)CN2C(=O)COc3ccc(S(=O)(=O)N4CCCC4)cc32)cc1,·,-1%,6%
CCOC(=O)c1oc2ccc(S(=O)(=O)n3nc(-c4ccc(Cl)cc4)cc3N)cc2c1C,-9%,10%,5%
Cc1ccc(OCC(=O)Nc2ccc(S(=O)(=O)Nc3ccccn3)cc2)c(C)c1,-8%,3%,5%
CCOc1c2ccc(C(=O)NCc3ccc4c(c3)OCO4)cc2nn1CC,15%,-9%,1%
CC(C)n1cc(/C=C(\C#N)S(=O)(=O)c2ccccc2)c2ccccc21,16%,-12%,-5%
CCN(C(=O)COc1cc(=O)n(CC)c2ccccc12)c1cc(Cl)ccc1OC,-2%,-4%,-3%
O=C1COc2ccc(NC(=O)c3ccccc3C(=O)O)cc2N1,1%,17%,·
Cc1cc(C)n2c(SCc3c(C)noc3C)nnc2n1,-4%,6%,5%
Cn1c(=O)c2cc(S(=O)(=O)NCCC(=O)Nc3ccc(Cl)cc3)ccc2n(C)c1=O,0%,2%,-9%
CCc1ccccc1NC(=O)c1cc(S(=O)(=O)NC2CCCC2)ccc1F,·,12%,5%
O=C(CN1CCN(c2ccccc2)CC1)Nc1ccc2c(c1)CCC2,-3%,-4%,8%
CC(c1ccon1)N(C)Cc1cn[nH]c1-c1ccc(F)cc1F (stereo unspecified),-5%,-9%,·
O=C(Cn1nnc(-c2ccccc2)n1)NCc1ccco1,·,-8%,2%
O=C(NCC(=O)N1CCCC(C(F)(F)F)C1)c1ccccc1F (stereo unspecified),-16%,5%,·
CCOC(=O)N1CCc2c(sc3c2c(=O)n(CCc2ccccc2)c(=O)n3Cc2ccc(C)cc2C)C1,·,11%,6%
Cc1cccc(S(=O)(=O)c2cn(C)c3cc(N4CCN(c5ccccc5)CC4)c(F)cc3c2=O)c1,·,17%,0%
COC(=O)c1ccccc1NC(=O)c1cc(C2CC2)on1,10%,-1%,-8%
CC(C(=O)Nc1ccccc1Oc1ccccc1)c1ccccc1 (stereo unspecified),24%,-3%,-7%
O=C(NCc1ccccc1)c1ccccc1C(=O)c1ncc[nH]1,8%,-4%,9%
CCCS(=O)(=O)N1CCC(C(=O)N2CCCC2)CC1,-2%,-5%,6%
Cc1ccc(S(=O)(=O)c2cc3cc(Br)ccc3oc2=O)cc1,14%,1%,-1%
Cc1c(CNC(C)CCc2ccccc2)c(C(=O)O)c(C)n1Cc1ccc(F)cc1 (stereo unspecified),·,-1%,3%
Cn1c(=O)n(C)c2cc(NC(=O)c3ccc(F)cc3)c(Br)cc21,-15%,7%,4%
CCc1oc2ccccc2c1C(=O)c1cc(Br)c(O)c(Br)c1,3%,2%,6%
O=C(C1CCC(=O)N(C2CC2)C1)N1CCC(Oc2cccc(C(F)(F)F)c2)CC1 (stereo unspecified),1%,-3%,·
CCN(N=Nc1cccc([N+](=O)[O-])c1)c1cccc([N+](=O)[O-])c1,10%,-13%,4%
CCN(CC)S(=O)(=O)c1ccc2c(c1)N(CC(=O)N1CCN(c3cccc(Cl)c3)CC1)C(=O)CO2,·,6%,3%
Cc1c(NC(=O)c2cccc3c(Cl)cccc23)cccc1-c1nc2ccccc2o1,·,5%,3%
O=C(NCCC1=CCCCC1)C1CCC(CNc2c(N3CCCC3)c(=O)c2=O)CC1 (stereo unspecified),-3%,3%,3%
O=C(OCC1OC(Oc2ccc(O)cc2)C(O)C(O)C1O)c1ccccc1 (stereo unspecified),-3%,2%,·
COc1ccc(CNC(=O)CCCn2ccc3cc(S(=O)(=O)N4CCCC4)ccc32)cc1,-5%,9%&-10%,1%&6%
CC(C)Sc1ncc(Cl)c(C(=O)Nc2ccc(S(=O)(=O)Nc3ncccn3)cc2)n1,·,3%,-9%
O=C(CNC(=S)N(CCCN1CCOCC1)Cc1cccs1)NC1CCCC1,?,-11%,5%
Cc1cccc(C(=O)N[C@H](C(=O)OCC(=O)NC2CCS(=O)(=O)C2)C(C)C)c1 (stereo partly specified),11%,-2%,5%
O=[N+]([O-])c1ccc(S(=O)(=O)CC2CSc3nc4ccccc4n32)cc1 (stereo unspecified),3%,0%,0%

# Filtered by structure, the compounds so far containing an NH in an aromatic ring (3)
SMILES,N370S GC,FEN1 inhibitor,TDP1 inh
CC1CCCN(C(=O)c2cc3ccc4cccnc4c3[nH]2)C1 (stereo unspecified),·,5%,4%
CC(c1ccon1)N(C)Cc1cn[nH]c1-c1ccc(F)cc1F (stereo unspecified),-5%,-9%,·
O=C(NCc1ccccc1)c1ccccc1C(=O)c1ncc[nH]1,8%,-4%,9%

# Remaining list, next part:
SMILES,N370S GC,FEN1 inhibitor,TDP1 inh
O=C(COc1ccc2ccc(=O)oc2c1)NCCCn1ccnc1,3%,-6%,1%
CCc1nc2ccccc2n1CCCCOc1cccc(C)c1,·,2%,0%
O=C(CCCCCn1c(=S)[nH]c2ccc(N3CCOCC3)cc2c1=O)NCc1ccccc1,-3%,0%,3%
C/C(=N\NC(=O)c1cccc(Br)c1)c1ccccn1,-1%,-1%,5%
CCOC(=O)c1ccc(-n2ccnc2)c(NC(=O)c2ccc(C(C)(C)C)cc2)c1,-17%,2%,4%
Cc1c(C(=O)NC2CCS(=O)(=O)C2)oc2ccccc12 (stereo unspecified),0%,-4%,3%
COc1ccc(CNC(=O)c2cccc(S(=O)(=O)N3CCN(c4ccc(F)cc4)CC3)c2)cc1,-16%,-5%,-3%
O=c1[nH]c2ccc(S(=O)(=O)N3CCCCC3)cc2s1,-6%,20%,·
O=C1NC(=S)CN1c1ccccc1,0%,-31%,·
COc1ccc(Br)cc1/C=N/Nc1ccccn1,-3%,13%,·
S=c1[nH]nc(COc2ccccc2)n1/N=C/c1cccc(Cl)c1Cl,-2%,-14%,·
CCCCNC(=O)c1ccc2c(c1)ncn2C1CCCCC1,11%,-2%,9%
CSc1ccc(CCNC(=O)CCCn2c(=O)c3cccn3c3ccccc32)cc1,·,-3%,9%
COc1cc(Cl)ccc1NC(=S)N(CCN(C)C)C(C)c1ccncc1 (stereo unspecified),2%,-8%,4%
CCOC(=O)C1CCN(S(=O)(=O)c2ccc3c(c2)NC(=O)C(C)S3)CC1 (stereo unspecified),-1%,9%,5%
O=C(NC1CCCCC1)C(c1cccs1)N(C(=O)c1ccco1)c1ccc2c(c1)OCCO2 (stereo unspecified),7%,?,5%
CCOc1ccc(/C=C2/SC(=S)N(n3c(C)ccc3C)C2=O)cc1,0%,-14%,11%
O=C(CCNC(=O)c1ccco1)Nc1ccccc1,-5%,1%,0%[0.0935 µM]
CCNC(=O)c1c(N)sc2c1CCCCC2,26%,·,2%
CC(c1ccccc1F)n1cc(C(=O)NCCCn2ccnc2)nn1 (stereo unspecified),5%,13%,3%[56.1 µM]
COc1ccccc1NC(=O)C1CCCN(c2nc(C)cc(C)n2)C1 (stereo unspecified),8%,1%,5%
CC(C)N(C(=O)/C=C/c1cccc([N+](=O)[O-])c1)C(C)C,14%,3%,4%
CCCCCC(=O)Nc1cccc(C2=NOC3(C2)C[C@@H](C(N)=O)N(C(=O)c2cc([N+](=O)[O-])cc([N+](=O)[O-])c2)C3)c1 (stereo partly specified),2%,-9%,1%
CC(NC(=O)c1cccc(S(=O)(=O)N(C)C)c1)c1nc2ccccc2[nH]1 (stereo unspecified),5%,1%,8%
O=C(/C=C/c1cccc(O)c1)c1cccnc1,6%,-3%,3%
N/C(=N\OC(=O)Cc1cccc2ccccc12)c1ccccn1,-27%,5%,6%
Nc1nnc(SCC(=O)Nc2ccc(Cl)c(C(=O)O)c2)s1,-14%,-8%,-8%
O=C(C1COc2ccccc2O1)N(Cc1cccnc1)c1nc2c(Cl)cccc2s1 (stereo unspecified),·,-9%,10%
O=C1/C(=C\c2ccco2)SC(=S)N1Cc1ccccc1,·,-4%,8%
Cc1nnc(NC(=O)CSc2nc(C(C)C)nc3sc(C)c(C)c23)s1,-29%,-5%,0%
Cc1ccc(-c2nn(-c3cccc(F)c3)cc2CNCc2cccnc2)o1,-10%,4%,3%
Cc1ccc(NC(=O)c2nnn(Cc3cccc(C(F)(F)F)c3)c2N)c(C)c1,·,-4%,9%
Cc1oc(-c2ccccc2Cl)nc1CN1CCCC1c1ccc(F)cc1 (stereo unspecified),-7%,13%,7%
CC(C)CCNS(=O)(=O)c1cc2c3c(c1)CCN3C(=O)CC2,-34%,-11%,0%
O=C1CCCC2=C1C(c1ccc(O)cc1)c1c(ccc3ccccc13)N2 (stereo unspecified),?,6%,8%
CCn1c2ccc(F)cc2c2nc3ccccc3nc21,14%,?,·
CCCOc1ccc(C2C(C(=O)c3ccc(C)o3)=C(O)C(=O)N2Cc2ccco2)cc1OCC (stereo unspecified),4%,-26%,6%[56.1 µM]

# Only TDP1 inh and N370S GC, for some of the entries so far:
Molecule	TDP1 inh	N370S GC
CCOC(=O)c1oc2ccc(S(=O)(=O)n3nc(-c4ccc(Cl)cc4)cc3N)cc2c1C	5%	-9%
Cc1ccc(OCC(=O)Nc2ccc(S(=O)(=O)Nc3ccccn3)cc2)c(C)c1	5%	-8%
CCOc1c2ccc(C(=O)NCc3ccc4c(c3)OCO4)cc2nn1CC	1%	15%
CC(C)n1cc(/C=C(\C#N)S(=O)(=O)c2ccccc2)c2ccccc21	-5%	16%
CCN(C(=O)COc1cc(=O)n(CC)c2ccccc12)c1cc(Cl)ccc1OC	-3%	-2%
O=C1COc2ccc(NC(=O)c3ccccc3C(=O)O)cc2N1	·	1%
Cc1cc(C)n2c(SCc3c(C)noc3C)nnc2n1	5%	-4%

# Of the compounds above, these have a thiophene ring, fused or not.
SMILES,N370S GC,FEN1 inhibitor,TDP1 inh
CCOC(=O)N1CCc2c(sc3c2c(=O)n(CCc2ccccc2)c(=O)n3Cc2ccc(C)cc2C)C1,·,11%,6%
O=C(CNC(=S)N(CCCN1CCOCC1)Cc1cccs1)NC1CCCC1,?,-11%,5%
O=C(NC1CCCCC1)C(c1cccs1)N(C(=O)c1ccco1)c1ccc2c(c1)OCCO2 (stereo unspecified),7%,?,5%
CCNC(=O)c1c(N)sc2c1CCCCC2,26%,·,2%
Cc1nnc(NC(=O)CSc2nc(C(C)C)nc3sc(C)c(C)c23)s1,-29%,-5%,0%
